# GLP-1R agonist = activates the human GLP-1 receptor; HEK293 GLP-1R CRE-luciferase, luminescence, 4-6 h; cells express a hypersensitive GLP-1R form; P43220; Potency, µM (doses to about 45.6 µM), inactives show at the top dose activation, usual class: activators; AID 624172; 380,000 tested, 0.007% active; further: potency means the concentration at half of the fitted maximal effect; % of control where 0% means no effect
# Target sequence (P43220 whole entry, looked up): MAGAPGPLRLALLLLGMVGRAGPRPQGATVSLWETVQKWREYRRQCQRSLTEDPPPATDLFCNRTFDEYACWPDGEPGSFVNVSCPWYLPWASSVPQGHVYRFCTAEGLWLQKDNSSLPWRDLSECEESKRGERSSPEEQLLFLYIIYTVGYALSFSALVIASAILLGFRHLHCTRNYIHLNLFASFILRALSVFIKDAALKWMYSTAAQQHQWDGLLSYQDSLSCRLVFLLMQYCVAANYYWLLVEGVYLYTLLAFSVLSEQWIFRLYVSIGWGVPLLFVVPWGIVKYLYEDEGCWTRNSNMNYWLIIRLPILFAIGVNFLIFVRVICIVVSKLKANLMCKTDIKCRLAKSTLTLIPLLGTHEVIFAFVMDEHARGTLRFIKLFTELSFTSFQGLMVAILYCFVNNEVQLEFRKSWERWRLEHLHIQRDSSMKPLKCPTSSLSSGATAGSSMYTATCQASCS
# IL-2 act = IL-2 activation; IL-2 activation reporter assay, cell-based qHTS; stimulated with anti-CD3/CD4/CD28 beads; in transgenic mouse T cells; activation, % (series mostly up to about 46 µM); 360,000 tested, 0.065% active; AID 652025; in the data active means activation above about 50%; inconclusive means mostly about 30% to 49%; further: 0% is about no effect
#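 Readout: EGFP and DsRed signals by fluorescent plate cytometry. Unstimulated transgenic mouse T cells received compound 60 min before antibody-bead stimulation, then incubated 18 h at 37 degrees C.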
# PLK1 PBD inh = blocks phosphopeptide binding to human PLK1 polo-box domain. AID 720504. P53350. Potency, µM, for the others: max response, negative = inhibition, usual class: inhibitors. Plk1 PBD binding of FITC phosphopeptide, fluorescence polarization. 360,000 tested, 2.8% active; further: potency means the concentration at half of the fitted maximal effect; series mostly up to about 57 µM; on the % scale 0 is the no-effect control and ±100 the full control effect; nearly all actives have a fitted effect of over 65% in size
# EPAC1 antagonist = blocks human EPAC1 exchange factor; O95398; EPAC1 GEF assay, Rap1b-BODIPY-GDP exchange fluorescence; Potency, µM (titrated, usually from 115 µM), without a hit: at the highest dose activity change, negative = inhibition, most hits filed as inhibitors; 360,000 tested, 0.14% active;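 further: potency means the concentration at half of the fitted maximal effect; plate controls were vehicle for no effect and positive control for full effect; nearly all actives have a fitted effect of over 50% in size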
# GLP-1R inv ag = inverse agonists of human GLP-1 receptor; P43220; HEK293 GLP-1R CRE-luciferase, luminescence, 24 h; GLP-1R form is constitutively active; Potency, µM (titrated, usually from 38.3 µM), inactives show at the top dose activity change, negative = inhibition, hits mostly inhibitors; 410,000 tested, 1.6% active; AID 624417; further: potency means the concentration at half of the fitted maximal effect; on the % scale 0 is the no-effect control and ±100 the full control effect; nearly all actives have a fitted effect of over 55% in size
#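 Cells are plated, allowed 12 hours at 37 deg C, then treated with compounds for 24 hr before luciferase detection reagent is added and luminescence is read after 12 min at room temperature. The HEK293 line carries constitutively active GLP-1R with a cAMP-responsive reporter.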
# HEK293 tox = cytotoxicity counter-screen for GLP-1 receptor inverse agonists | HEK293 cAMP-luciferase reporter cells, luminescence, 24 h | Potency, µM (titrated, usually from 38.3 µM), without a hit: at the highest dose activity change, negative = inhibition, actives largely listed as inhibitors | 410,000 tested, 0.13% active;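 further: loss of luciferase light is scored as toxicity; potency means the concentration at half of the fitted maximal effect; on the % scale 0 is the no-effect control and ±100 the full control effect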
#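 Seeding density was 200 cells/uL; after overnight-length (12 h) culture, 23 nL compounds went on for 24 h at 37 °C. Readout used a luciferase detection reagent, luminescence taken after 12 min at room temperature.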
# PTHR1 ag = activates the human parathyroid hormone receptor PTHR1 | HEK293 GP2 PTHR1 cells, GloSensor cAMP luminescence, 1 h | Potency, µM (titrated, usually from 115 µM), for inactives: at the highest dose activation, hits mostly activators | 410,000 tested, 0.075% active; further: potency means the concentration at half of the fitted maximal effect; nearly all actives have a fitted effect of over 55% in size; some results filed as inactive show a strong effect at the top dose; inactives centre near -15; many of its hits are not listed in these tables
# Target sequence (Q03431 whole entry, looked up): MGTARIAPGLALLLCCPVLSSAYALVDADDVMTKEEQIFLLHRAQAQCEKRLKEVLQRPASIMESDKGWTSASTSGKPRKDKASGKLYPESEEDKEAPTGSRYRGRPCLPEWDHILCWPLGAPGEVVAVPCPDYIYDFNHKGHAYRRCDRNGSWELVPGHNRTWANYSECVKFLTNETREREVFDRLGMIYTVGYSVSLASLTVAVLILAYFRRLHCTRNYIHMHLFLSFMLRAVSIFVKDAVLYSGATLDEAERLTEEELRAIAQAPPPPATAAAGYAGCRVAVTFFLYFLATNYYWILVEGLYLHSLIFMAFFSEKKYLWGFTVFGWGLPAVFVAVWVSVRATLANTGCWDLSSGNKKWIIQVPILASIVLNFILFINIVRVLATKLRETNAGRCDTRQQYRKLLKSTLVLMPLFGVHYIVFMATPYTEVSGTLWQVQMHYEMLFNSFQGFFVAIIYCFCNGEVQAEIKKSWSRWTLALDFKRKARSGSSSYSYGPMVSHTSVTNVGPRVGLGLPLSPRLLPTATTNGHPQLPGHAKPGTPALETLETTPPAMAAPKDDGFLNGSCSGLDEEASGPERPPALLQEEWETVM
#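 HEK-293-derived GP2 cells expressing PTHR1 and a GloSensor cAMP reporter, 3,000/well, plated overnight, given luciferin plus IBMX (each 0.5 mM as added) for 1 h at 37 °C, then compound for 1 h at 37 °C. Luminescence was read after 15 min at room temperature.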
# EPAC1 ag = EPAC1 (human) agonism | O95398 | EPAC1 agonist qHTS, biochemical assay; response scale: 100% = response to 6.5 mM cAMP | Potency, µM (top dose mostly 154 µM), inactives show top-dose activation, hits mostly activators | 360,000 tested, 0.073% active; further: potency means the concentration at half of the fitted maximal effect; nearly all actives have a fitted effect of over 60% in size
#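 Nucleotide exchange assay: 100 nM EPAC1 with 250 nM Rap1B loaded with BODIPY-GDP and 50 uM GDP, room temperature. Fluorescence (480/540 nm) read every 5 min for 30 min; signal change normalized to 6.5 mM cAMP as full agonist.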
# PI5P4K alpha inh = PI5P4K alpha (human) kinase inhibition. max response, %. AID 652105. 330,000 tested, 1.2% active. PI5P4Kalpha enzyme, ADP-Glo luminescence, 60 min; hits give low values; active means max response of -50% or lower; inconclusive means between -30% and -50%; inactive means -30% or higher; further: value at the top dose of about 77 µM; on the % scale 0 is the no-effect control and ±100 the full control effect
#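 Luminescence from ADP-Glo served as readout of PI5P4Kalpha activity in a qHTS format. Reaction: enzyme, substrate, compound, ATP at 5 microM final, 60 min at RT.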
# An asterisk follows results filed as active; i = inactive; ? = inconclusive; · = no result given; [ ] = another dose, or the depositor's remark. Unless noted, the call rests on the fitted dose curve; in most records, active means well fitted curve in the direction sought with a large enough effect; inconclusive means small, poorly fitted or top-dose-only effect, or another doubt; inactive means no such curve, though single readings can be large; an effect the other way counts as inactive or inconclusive.
SMILES,GLP-1R agonist,IL-2 act,PLK1 PBD inh,EPAC1 antagonist,GLP-1R inv ag,HEK293 tox,PTHR1 ag,EPAC1 ag,PI5P4K alpha inh
C=C(C)C(=O)Nc1cccc(C2=NOC3(C2)C[C@@H](C(N)=O)N(C(=O)c2cc([N+](=O)[O-])cc([N+](=O)[O-])c2)C3)c1 (stereo partly drawn),7.4%,-0.3,?,-13.9%,-2.9%,-6.7%,i,-9.1%,-15.3
O=C(OCc1ccccc1)/C(=C(\O)c1ccccc1Br)c1ccc(-c2ccccc2)cn1,-2.9%,-1.2,1.0%,-1.9%,0.8%,22.1%,-23.4%,3.4%,3.4
Cc1ccnc(NS(=O)(=O)Cc2ccccc2)c1,-0.6%,-0.6,-5.1%,0.6%,0.0%,-13.4%,-4.0%[57.5 µM],-0.9%,-1.5
O=[N+]([O-])c1nn(-c2ccc3c(c2)OCCO3)n(O)c1=NC1CCCCCC1,-5.6%,0.6,-7.5%,-0.1%,-4.7%,-11.6%,-15.6%[57.5 µM],9.9%,·
O=C1c2ccccc2CN1c1ccccc1,5.2%,-0.8,-5.6%,-3.2%,-3.7%,-1.5%,-2.1%,-4.2%,0.5
CCc1ccc(NC(=O)CN2C(=O)CC(C)S(=O)(=O)c3ccccc32)cc1 (stereo not drawn),9.8%,-2.4,-11.0%,7.1%,-3.4%,-1.8%,-6.5%,4.2%,2.4
Cc1nn(C)c(Oc2cccc(Cl)c2)c1C(=O)O,-0.1%,0.8,-1.2%,13.3%,13.6%,-6.4%,i,-0.5%,0.1
O=[N+]([O-])c1ccc(O)c(/C=N/n2c(-c3ccccc3)n[nH]c2=S)c1,-0.3%,-0.3,-19.9%,-26.5%,24.5%,-3.6%,-5.5%,-3.5%,-27.6
O=C(N1CCOCC1)N1CCc2ccccc21,-5.8%,0.4,4.3%,4.7%,17.6%,2.3%,-44.2%[inhibitor],-1.3%,-7.7
CCc1nn(C)c(N)c1C,0.2%,-2.9,3.3%,5.4%,11.6%,0.3%,i,-2.8%,1.2
O=C(NCCCl)Nc1ccccc1NS(=O)(=O)c1cccs1,1.1%,0.6,4.3%,0.4%,-2.5%,10.2%,i,-2.1%,-6.1
CC(=NOC(=O)C1CCCCC1)c1nccs1,2.9%,-0.5,-7.4%,-23.4%,27.1%,5.8%,-20.6%,0.2%,2.3
CCN1CCN(C(=O)C(C)Sc2nnc3nc(C)cc(C)n23)CC1 (stereo not drawn),7.4%,0.0,-3.1%,9.6%,-5.3%,9.1%,-21.6%,9.2%,0.5
CC(C)Nc1nnc(SCC(=O)c2c[nH]c3ccccc23)s1,1.1%,0.6,-7.1%,5.3%,0.0%,10.5%,i,-0.7%,-3.6
CCCCNC(=O)C1(C)CCCCN1C(=O)c1ccc(F)c(C)c1 (stereo not drawn),-2.9%,0.0,-10.2%,-1.8%,-26.6%,2.8%,-0.8%,-5.1%,1.1
Cc1ccc(C)c(S(=O)(=O)N2CCCCC2CCNC(=O)C(=O)NC2CC2)c1 (stereo not drawn),2.7%,0.0,-7.2%,1.2%,-27.4%,-3.9%,i,33.7%,0.4
Cc1cc(=O)[nH]c(SCC(=O)Nc2ccc(S(=O)(=O)N3CCCCC3)cc2)n1,5.2%,-1.5,-19.4%,-0.8%,2.7%,-16.3%,-26.4%,0.5%,-2.9
Cc1ccc(C(=O)N/N=C/c2cc(Br)ccc2O)cn1,-3.7%,3.8,?,-14.5%,?,-24.5%,-19.2%,3.8%,-4.3
Cc1occc1-c1nnc(SCC(=O)Nc2ccccn2)o1,9.5%,1.1,-8.5%,-2.5%,-19.5%,?,i,1.6%,0.1
O=c1c2c3c(sc2n(CCN2CCCC2)c(=O)n1Cc1ccco1)CCCCC3,10.4%,-0.7,-2.6%,2.5%,?,2.9%,-27.6%,8.2%,5.1
COc1cc(C(=O)NCC(=O)Nc2c(C)cccc2C)ccc1OCc1ccccc1,0.2%,-4.1,2.2%,-1.3%,?,-23.1%,-5.5%,-0.4%,-5.0
Cc1nnc(NC(=O)CSc2nnc(C)n2-c2ccc(F)cc2)s1,-4.5%,1.5,-1.2%,-3.7%,-9.1%,-14.3%,2.9%,4.2%,-4.2
CC(=O)Nc1ccccc1NC(=O)c1cc(C)cc(C)c1,-0.4%,0.2,9.47µM*,-0.9%,4.4%,-2.9%,-15.6%,12.4%,?
O=C(O)Cc1ccc(NC(=S)NCc2ccco2)cc1,28.4%,0.1,4.4%,11.7%,4.4%,0.4%,i,1.7%,-8.5
CC(C)(C)NC(=O)C(c1ccco1)N(C(=O)c1csnn1)c1ccccc1 (stereo not drawn),2.1%,-0.9,-2.0%,10.4%,0.0%,-9.7%,i,3.6%,·

# (more compounds)
SMILES,GLP-1R agonist,IL-2 act,PLK1 PBD inh,EPAC1 antagonist,GLP-1R inv ag,HEK293 tox,PTHR1 ag,EPAC1 ag,PI5P4K alpha inh
Cc1ccc(CN=c2c([N+](=O)[O-])nn(-c3ccc(Cl)cc3)n2O)cc1,-1.3%,-0.6,-5.4%,-12.9%,21.5%,-12.3%,i,-7.1%,1.1
O=C1CCCCCC1C1(O)C(=O)Nc2ccccc21 (stereo not drawn),-7.9%,-1.1,-1.4%,-9.6%,0.4%,-4.7%,i,2.7%,2.4
CON/C=C(\C=Nc1ccc(C(F)(F)F)cc1)c1ncc(C(F)(F)F)cc1Cl,-10.4%,-0.5,-2.6%,1.8%,0.0%,-37.9%,i,10.0%,5.3
CCN(CC)S(=O)(=O)c1ccc(C(O)=C(C#N)c2nc3ccccc3n2C)cc1,3.9%,-0.2,-3.3%,-3.0%,4.5%,-1.9%,-25.2%,-6.1%,2.0
CCCOc1ccc(F)cc1-c1cc(C(=O)NCc2cc(OC)cc(OC)c2)[nH]n1,9.3%,-0.7,-2.2%,-11.2%,?,-2.6%,-15.4%,-15.3%,-7.5
Cc1ccc(NCC(=O)N/N=C/c2cccc(Br)c2)cc1,3.6%,-0.5,2.9%,4.1%,-26.8%,0.9%,i,-8.3%,2.8
O=C(O)C1CCN(S(=O)(=O)c2ccc(N3CCCC3C(=O)O)c([N+](=O)[O-])c2)CC1 (stereo not drawn),-1.5%,0.4,-1.7%,-10.1%,1.4%,-15.0%,-5.8%,2.0%,-0.3
Cc1ccc(N2C(=O)CC(NNc3nc4ccccc4s3)C2=O)cc1C (stereo not drawn),-6.7%,-0.6,1.2%,4.7%,5.0%,-17.3%,-22.9%,-16.3%,-3.6
CCNC(=O)C1(C)CCCN1Cc1ccccc1Cl (stereo not drawn),15.4%,-0.4,-10.7%,-2.3%,-19.5%,-4.2%,-23.9%,-8.5%,-2.0
CC(C)(C)c1ccc(C(=O)N/N=C/c2ccc(OCCCF)cc2)cc1,1.7%,-1.7,-0.7%,-11.5%,-19.9%,12.3%,i,-0.3%,2.8
Cc1c(-n2c(O)c(C3=c4ccccc4=NC3=O)sc2=S)c(=O)n(-c2ccccc2)n1C,-0.4%,0.3,-5.8%,-2.7%,-21.8%,-29.7%,-48.3%[inhibitor],-9.8%,-6.7
CN1C/C(=C/c2ccccc2[N+](=O)[O-])C(=O)/C(=C\c2ccccc2[N+](=O)[O-])C1,-25.7%,-6.0,-17.9%,-22.0%,-72.5%,?,-94.4%[inhibitor],-12.6%,-18.2
CCOC(=O)c1ccc(NC(=O)CSc2nnc(Cc3cccs3)n2C)cc1,-4.7%,-0.2,-2.9%,4.4%,-19.4%,6.6%,-13.9%[57.5 µM],-2.2%,-2.3
O=C(NC(=S)Nc1ccccc1N1CCCC1)c1ccc(F)cc1,7.9%,-6.9,?,-22.0%,0.0%,?,-13.4%,10.5%,4.8
CN1C(=O)c2ccccc2C(C(=O)NCCCN2CCCC2=O)C1c1c[nH]c2ccccc12 (stereo not drawn),-15.7%,-3.5,-0.1%,-4.9%,6.0%,-1.0%,-10.3%,5.7%,-6.1
COCCNC(=O)CSc1nc2cc3c(cc2c(=O)n1Cc1ccco1)OCO3,-8.9%,1.2,0.1%,-0.1%,-14.8%,-7.5%,-19.7%,-1.4%,8.9
c1ccc(-c2nnc(C3CC(c4ccncc4)=NO3)o2)cc1 (stereo not drawn),9.1%,0.3,1.7%,4.6%,3.9%,3.8%,-23.1%,-18.2%,-6.0
O=C(CSc1nnc(CNC(=O)c2ccc(F)cc2)o1)NCc1ccc2c(c1)OCO2,-3.4%,1.4,?,-3.4%,-3.6%,-1.8%,i,-11.6%,-3.6
CC12CC3CC(C)(C1)CC(NCc1ccncc1)(C3)C2,-0.8%,0.5,-4.8%,-3.0%,?,-3.4%[7.66 µM],-4.4%,2.9%,-1.7
O=C1/C(=C/c2cccs2)SC(=S)N1NS(=O)(=O)c1ccccc1,-3.3%,-0.1,-28.4%,-21.0%,?,?,-24.5%,1.4%,-72.8*
O=C(CSc1ccc(Cl)cc1)Nc1ccccc1N1CCN(C(=O)c2ccc(Cl)cc2)CC1,0.6%,-3.8,-8.6%,-13.7%,?,-7.3%,-1.9%,2.0%,0.1
Cc1cc(C)n(CCNC(=O)C2CCC(=O)N(CC3CCCCC3)C2)n1 (stereo not drawn),5.7%,-2.0,-2.3%,18.0%,18.9%,-0.4%,i,9.9%,3.0
CC(=O)N[C@@H](CC(=O)N[C@H](CCC(=O)O)C(=O)O)C(=O)O,-3.3%,0.2,-1.9%,5.3%,-3.8%,0.8%,-31.5%[inhibitor],-16.2%,5.8

# Full records, quoted from the list.
# CCCOc1ccc(F)cc1-c1cc(C(=O)NCc2cc(OC)cc(OC)c2)[nH]n1 is listed as GLP-1R agonist: 9.3%; IL-2 act: -0.7; PLK1 PBD inh: -2.2%; EPAC1 antagonist: -11.2%; GLP-1R inv ag: ?; HEK293 tox: -2.6%; PTHR1 ag: -15.4%; EPAC1 ag: -15.3%; PI5P4K alpha inh: -7.5
# COCCNC(=O)CSc1nc2cc3c(cc2c(=O)n1Cc1ccco1)OCO3 is listed as GLP-1R agonist: -8.9%; IL-2 act: 1.2; PLK1 PBD inh: 0.1%; EPAC1 antagonist: -0.1%; GLP-1R inv ag: -14.8%; HEK293 tox: -7.5%; PTHR1 ag: -19.7%; EPAC1 ag: -1.4%; PI5P4K alpha inh: 8.9

# Screens: PubChem BioAssay, National Center for Advancing Translational Sciences (NCATS)

# An excerpt, so the mix of outcomes need not match the whole.
